Screening data (PubChem)
p53ts 39C kill: cytotoxicity in p53ts cells at nonpermissive temperature. 130,000 compounds, 1.5% hits. AID 902. H1299-p53A138V viability at 39C, ATP luminescence, 24 h. Potency, µM (titrated, usually from 46.1 µM), for inactives: at the top dose activity change, negative = cell killing, usual class: cytotoxic; note: nearly all actives have a fitted effect of over 55% in size
IkB sig inh: inhibitors of IkB signaling in ABC-DLBCL cells; ABC-DLBCL IkBa-CBG/CBR dual luciferase ratio, 4 h; response scale: scaled: untreated 0%, proteasome inhibitor 100%; Potency, µM (titrated, usually from 57.1 µM), inactives show at the highest dose IkBa stabilization activation; 110,000 compounds, 0.04% hits; active = well fitted curve in the direction sought with a large enough effect in the signal ratio, not every such curve was filed as active; inconclusive = small, poorly fitted or top-dose-only effect, or a change in a side signal; the % refers to the signal ratio;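 note: the direction sought is a rising ratio; 0% = basal untreated cells and 100% = reference inhibitor full response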
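Curves were fitted separately to fusion (green), unfused (red) and ratio luminescence, then classed by r2, magnitude and activity. Cells: OCI-Ly3, 4 h compound plus doxycycline at 37C; 10 uM MG-132 defined full response.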
p53ts 32C tox: p53ts cell cytotoxicity, permissive temperature; 130,000 compounds, 0.93% hits; Potency, µM (highest dose often 46.1 µM), for the others: top-dose activity change, negative = cytotoxicity, actives largely listed as cytotoxic; H1299-p53A138V at 32C, ATP luminescence viability, 24 h;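 note: 0% = DMSO and -100% = full killing by reference compound; nearly all actives have a fitted effect of over 55% in size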
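Cells: H1299 p53ts (A138V), 600/well, pre-incubated 16–30 h at 37C. Cpd up to 46 uM, 24 h, 32C. Readout: ATPlite luminescence, 20 min RT. Normalization: DMSO vs tamoxifen 100 uM. AC50 by Hill equation.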
Imprint erasure: induces erasure of genomic imprints in mouse ES cells; mouse ES Peg3-LacZ reporter, beta-gal luminescence, 40 h; Potency, µM (titrated, usually from 60.7 µM), for inactives: at the highest dose activity change, positive = activation, actives largely listed as activators; 110,000 compounds, 0.02% hits; AID 1948;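 note: 0% = negative control wells on the plate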
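Imprint erasure is scored as LacZ activity from the silenced maternal Peg3 allele in feeder-free female ES cells cultured 40 h with LIF. Luminescence is normalized to in-plate negative controls and fitted to the Hill equation.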
Starred values were filed as active, the others as inactive; ? = inconclusive; / = not tested or not shown; & = joins results of further samples; [ ] = dose if it differs, or a comment. Unless noted, calls come from the whole dose curve; as a rule, active = well fitted curve in the direction sought with a large enough effect; inconclusive = small, poorly fitted or top-dose-only effect, or another doubt; inactive = no such curve, though single readings can be large; an effect the other way counts as inactive or inconclusive. Unless noted, % is set by controls: 0 for no effect and ±100 for the full control effect; potency is the fitted concentration of half-maximal effect.

item	SMILES	p53ts 39C kill	IkB sig inh	p53ts 32C tox	Imprint erasure
1	Cc1nnc(C)n1/N=C/c1cccc(Oc2ccccc2)c1	-8%	4.3%	-5%	-12%
2	COc1ccc(/C(O)=C2/C(=O)C(=O)N(CCCN(C)C)C2c2ccc(Cl)cc2)cc1OC (stereo unspecified)	-14%	-2.8%	11%	-15%
3	COc1ccc(C(=O)CN2C(=O)NC3(CCCc4ccccc43)C2=O)cc1OC (stereo unspecified)	13%	0.7%	0%	-15%
4	Cc1ccccc1NS(=O)(=O)c1cc(C(=O)N2CCCC2)ccc1C	6%	0.7%	6%	-9%
5	Cc1ccc(/C=C/c2onc(C)c2S(=O)(=O)N2CCC(C(=O)N3CCC(N(C)C(C)C)CC3)CC2)cc1	20µM*	0.1%	?	-16%[10.9 µM]
6	COCCNC(=O)c1c[nH]c2ccc(S(=O)(=O)Nc3ccc(F)cc3F)cc2c1=O	-16%	-0.6%	4%	4%[10.9 µM]
7	CCOC(=O)CCC(=O)OCC(=O)NC(C)C1CC2CCC1C2 (stereo unspecified)	-15%	0.4%	-12%	-6%
8	CN1CCN(C(=O)CCCOc2ccc(Cl)cc2Cl)CC1	-12%	/	-7%	/
9	COc1ccc(C(=O)CCN(C)C)c2ccccc12	-10%[9.22 µM]	4.5%[11.4 µM]	-6%[9.22 µM]	-26%[10.9 µM]
10	Cc1cccc(NC(=O)CSc2nc(C3CCCC3)nc3c2c(=O)n(C)c(=O)n3C)c1C	-22%	-1.9%	14%	19%[10.9 µM]
11	c1ccc2c(CNCCN3CCOCC3)cccc2c1	2%	1.1%	0%	-16%
12	CCOc1ccc(-c2nc(SCC(=O)Nc3cc(F)ccc3F)n3[nH]c(=O)cc3n2)cc1	-14%	-0.5%	2%	-9%[10.9 µM]
13	COc1ccc(-c2nnc(SCc3nnc(-c4ccccc4)o3)n2-c2ccccc2)cc1	-11%	7.2%	-12%	-14%
14	N=c1ccn(Cc2ccc(Cl)cc2)cc1	5%	1.8%	1%	-17%
15	COc1cc(OC)cc(-c2cc3nc(C)c(CCC(=O)NCc4ccc(Cl)cc4)c(C)n3n2)c1	?	?	-4%	2%[10.9 µM]
16	CCC12CN3CC(CC)(CN(C1)C3c1cc(Br)ccc1OC)C2=O (stereo unspecified)	2%	?	2%	-7%[10.9 µM]
17	Brc1ccc(-c2nnc3sc(CNC4CCCC4)cn23)cc1	0%	0.6%	-1%	-13%
18	CCc1ccc(N(CC)C(=O)c2cn(C)c(=O)c3cc(OC)c(OC)cc23)cc1	-12%	-0.6%	-1%	9%[10.9 µM]
19	CC1(C)CC(=O)C(C(c2cccnc2)C2C(=O)CC(C)(C)CC2=O)C(=O)C1	7%	/	-10%	/
20	COc1cc(SC)ccc1C(=O)N1CCCCCC1	-3%	0.4%	0%	-10%
21	O=C(c1nsc(Cl)c1Cl)N1CCCCC1	-1%	0.6%	2%	3%
22	COc1ccc(-c2ccc(OC)cc2)cc1	6%	/	-12%	/
23	Cn1c(=O)c2c(c3ccccc31)OC(=O)CC2c1cccc(Cl)c1 (stereo unspecified)	52%[activator]	?	1%	3%[10.9 µM]
24	CC(C)Oc1ccc(C(=O)Nc2ccc(N3CCCC3)cc2)cc1	3%	2.3%	-17%	-9%
25	COc1ccc(-c2noc(CSc3nnc(Cc4ccccc4)n3-c3cccc(C)c3)n2)cc1	-1%	?	27%	-9%[10.9 µM]
26	Cc1cccc(C)c1Nc1nc2ccccc2o1	-14%	1.5%	0%	-2%
27	O=C(COc1ccc(S(=O)(=O)NCCc2ccccc2)cc1)N1CCCC1	8%	2.3%	1%	-9%
28	CC(Oc1ccc(NC(=O)c2ccco2)cc1)C(=O)N1c2ccccc2CC1C (stereo unspecified)	1%	2.3%	-2%	-17%
29	COC(=O)c1ccc(OC)c(Cn2c(=O)n(-c3cccc(Cl)c3)c(=O)c3c2c2cc(C)ccc2n3C)c1	-13%	0.0%	-5%	-9%[10.9 µM]
30	O=C(CSc1nc2c(c(=O)n1-c1ccc(F)cc1)SCC2)N1CCCC1	4%	5.8%	19%	-13%
31	CCOC(=O)c1c(NC(=O)c2cc3ccccc3c(=O)o2)sc2c1CCC(C(C)(C)C)C2 (stereo unspecified)	-3%	?	-6%	15%[10.9 µM]
32	CCOC(=O)C1=C(CN2CCC(C)CC2)NC(=O)NC1c1ccc(OC(C)C)cc1 (stereo unspecified)	-2%	-1.3%	-13%	12%[10.9 µM]
33	Cc1cc(C)cc(Nc2cc(C(=O)NC3CCCCC3)c3ccccc3n2)c1	-18%	-2.3%	-2%	-18%[10.9 µM]
34	CCN(CC)CCNC(=O)c1cn(CC)c2ccc(S(=O)(=O)N(C)C)cc2c1=O	3%	0.1%	-8%	-2%
35	Cn1c(=O)cc(SCC(=O)NCc2cccnc2)c2ccccc21	-3%	-1.2%	-3%	-8%
36	COc1cccc(CNC(=O)Cn2c(=O)ccc3cc(S(=O)(=O)N4CCC(C)CC4)ccc32)c1	-9%	2.2%	-1%	12%[10.9 µM]
37	CN(C(=O)CC(=O)Nc1ccc2nc3n(c(=O)c2c1)CCCCC3)c1ccccc1F	-19%	1.0%	7%	21%[10.9 µM]
38	COc1cccc(CNC(=O)c2cc3ccccn3n2)c1	-17%	7.0%	-10%	-48%[inhibitor]
39	COc1cccc(CNC(=O)c2nnc(Cc3ccc(Cl)cc3)o2)c1	-3%	-0.7%	13%	4%[10.9 µM]
40	Cc1noc(C)c1C(=O)OCC(=O)NCCc1ccc(Cl)cc1	-7%	1.8%	9%	-13%
41	COc1ccccc1N1CCN(C(=O)Cn2ncc3c(=O)oc4ccccc4c32)CC1	-18%	0.2%	?	-3%[10.9 µM]
42	CCOC(=O)c1cc(-c2ccccc2)n(CCC(=O)Nc2ccc(Cl)c(C(F)(F)F)c2)c1C	?	-0.6%	?	-16%[10.9 µM]
43	COc1ccc(N2CCN(c3oc(/C=C/c4cccc(OC)c4)nc3C#N)CC2)cc1	9%	-0.3%	0%	-12%[10.9 µM]
44	COc1ccc(Cl)cc1-n1c(/C=C/c2cccc3ccccc23)nc2ccccc2c1=O	-29%	?	5%	7%[10.9 µM]
45	O=C(CN1CCCCCC1)Nc1cccc2c1OCO2	11%	3.0%	-2%	-10%
46	O=C(Cn1ccc2cc(S(=O)(=O)N3CCCCC3)ccc21)NCCc1ccccc1Cl	-2%	-1.0%	6%	-6%[10.9 µM]
47	COc1ccc(C(=O)Nc2ccc(S(=O)(=O)N3CCCCC3)cc2)cc1OC	9%	-0.2%	5%	-15%
48	Cc1ccc(C)n1C1CCS(=O)(=O)C1 (stereo unspecified)	-15%	1.0%	17%	-11%
49	C[C@@H](C(=O)Nc1ccc2ccccc2c1)[C@H]1C[C@]1(C)[C@H](NS(=O)(=O)c1ccc2ccccc2c1)c1ccccc1	-9%	/	5%	-11%
50	C[C@@](N)(Cc1ccc(O)cc1)C(=O)O	19%&11%&10%	0.5%&-2.3%	2%&-16%&3%	-8%

By substructure, those above containing an NH in an aromatic ring (2)
item	SMILES	p53ts 39C kill	IkB sig inh	p53ts 32C tox	Imprint erasure
6	COCCNC(=O)c1c[nH]c2ccc(S(=O)(=O)Nc3ccc(F)cc3F)cc2c1=O	-16%	-0.6%	4%	4%[10.9 µM]
12	CCOc1ccc(-c2nc(SCC(=O)Nc3cc(F)ccc3F)n3[nH]c(=O)cc3n2)cc1	-14%	-0.5%	2%	-9%[10.9 µM]

Next results follow:
item	SMILES	p53ts 39C kill	IkB sig inh	p53ts 32C tox	Imprint erasure
51	COc1ccc(-c2cn3ccccc3n2)cc1OC	5µM*	1.9%	3.2µM*	-65%[inhibitor]
52	CC(O)/C=C/c1cccc[n+]1C (stereo unspecified)	7%	0.8%	-2%	-8%
53	CCCC(=O)Nc1cc2nn(-c3ccc(OC)cc3)nc2cc1C	-4%	0.9%	-13%	-12%[10.9 µM]
54	O=P(COCCO)(c1ccccc1)c1ccccc1	-8%	3.0%	0%	2%
55	C[C@@]1(C(=O)O)NCCc2cc(O)c(O)cc21	-7%	0.7%	-12%	-5%
56	C=CCNC(=O)CN1CCC(O)(c2ccc(F)cc2)CC1	-8%	0.1%	-7%	-2%
57	COc1ccc(-c2cn3c(n2)sc2cc(C(=O)NCc4cccs4)ccc23)cc1	-20%	2.7%	5%	-6%[10.9 µM]
58	COCC(=O)N1CCC2(CCCN(C(=O)Nc3ccccc3)C2)CC1	-5%	0.6%[11.4 µM]	-6%	/
59	COc1cc2nc(CN(C)CC(=O)Nc3ccc(N4CCOCC4)cc3)[nH]c(=O)c2cc1OC	-19%	0.8%	-19%	0%
60	COc1cccc(CNC(=O)Cn2cc3c(n2)CCCCC3)c1	8%	0.8%	-10%	-12%

Quoted at random: 2 entries already listed.
item	SMILES	p53ts 39C kill	IkB sig inh	p53ts 32C tox	Imprint erasure
52	CC(O)/C=C/c1cccc[n+]1C (stereo unspecified)	7%	0.8%	-2%	-8%
59	COc1cc2nc(CN(C)CC(=O)Nc3ccc(N4CCOCC4)cc3)[nH]c(=O)c2cc1OC	-19%	0.8%	-19%	0%

(next part)
item	SMILES	p53ts 39C kill	IkB sig inh	p53ts 32C tox	Imprint erasure
61	O=C(C1CCN(S(=O)(=O)Cc2ccccc2)CC1)N1CCN(c2ccccc2)CC1	-10%	?	5%	-9%[10.9 µM]
62	COc1cc(SC)ccc1C(=O)NCCCOC(C)C	-6%	-1.3%	5%	-18%
63	CCCn1c(C)nc2c(N3CCCN(Cc4ccccc4)CC3)nc(C)nc21	-12%	/	-5%	-13%
64	COc1cc2c(-c3cc(Br)ccc3O)nc3c(c(C)nn3-c3ccccc3)c2cc1OC	1%	8.5%	-3%	-10%[10.9 µM]
65	N#CC(C(=O)CCN1C(=O)C2CC=CCC2C1=O)c1nc2ccccc2[nH]1 (stereo unspecified)	-4%	2.8%	4%	-3%
66	Cc1ccc(Cl)cc1N1CCN(C(=O)C2CCN(Cc3nc(-c4cccc(Cl)c4)oc3C)CC2)CC1	?	?	9%	-11%[10.9 µM]
67	CCOc1cc(C2C(C#N)=C(N)OC(C)=C2C(C)=O)c(Br)c(Br)c1OC(C)C (stereo unspecified)	17%	/	1%	/
68	O=S1(=O)N=C2CCCCCN2C(c2ccncc2)N1 (stereo unspecified)	-17%	-0.8%	-3%	7%
69	COc1ccccc1NC(=O)c1cc(S(=O)(=O)N2CCC3(CC2)OCCO3)ccc1F	11%	-0.4%	-1%	-5%
70	Cc1ccc(Cl)cc1N1CCN(C(=O)CSc2cc(=O)n(C)c3ccccc23)CC1	-1%	?	14%	-9%[10.9 µM]
71	O=C(Cn1nnc(-c2cccs2)n1)NCCc1ccccc1	3%	/	-21%	/
72	Cc1ccc(NC(=O)c2oc3ccc(S(=O)(=O)N4CCCCC4)cc3c2C)c(C)c1	-6%	-0.8%	-2%	-9%[10.9 µM]
73	COC(=O)CS(=O)(=O)c1ccc2c(c1)CC(=O)N2	-2%	-0.3%	-5%	1%
74	N#Cc1cccc(-c2nc(N3CCNCC3)c3ccccc3n2)c1	?	-2.9%[11.4 µM]	-12%	-22%
75	Cc1cc(C)n2nc(SCc3cc(=O)n4ccccc4n3)nc2n1	-8%	-0.2%	-3%	-6%
76	O=C(Nc1ccc2nn(-c3ccccc3)nc2c1)c1cccs1	-9%	2.3%	-2%	/
77	CCOc1ccccc1NC(=O)Cn1cnc2c(cnn2-c2ccc(C)c(C)c2)c1=O	-7%	-0.2%	21%	-1%
78	CC1=CC(=C2C(=O)c3ccccc3C2=O)C=C(C)O1	-10%	-1.5%	-11%	-20%
79	O=C(Nc1ccn(Cc2ccc(Cl)cc2)n1)c1ccc2c(c1)OCO2	-8%	11%	5%	-17%
80	CC1CCc2c(sc(N)c2C(N)=O)C1 (stereo unspecified)	0%	?	3%	-9%
81	O=C(NCCN=C1NS(=O)(=O)c2ccccc21)c1ccc(S(=O)(=O)N2CCOCC2)cc1	4%	-1.5%	4%	1%
82	CCOC(=O)c1c(C)oc2ncnc(N3CCN(c4cccc(Cl)c4)CC3)c12	-26%	5.9%	4%	-2%[10.9 µM]
83	CCOC(=O)/C=c1\s/c(=C\c2ccccc2OC)c(=O)n1CC(=O)N1CCOCC1	5%	0.4%	7%	-11%
84	CN1CCCc2cc(C=O)ccc21	-3%	/	-9%	/
85	Nc1c(N2CCCCC2)c(=O)[nH]c(=O)n1-c1ccccc1	9%	-0.7%	-5%	-1%
86	CCC(=O)Nc1cccc(NC(=O)c2ccc3c(c2)OCO3)c1	-29%	17%	-20%	-58%[inhibitor]

An unsorted share of the library; about 1.7% have a hit in one of these screens.
